Cav32 inh: Cav3.2 calcium influx blockers – cell-based, Fluo-4 calcium fluorescence, FDSS, MLSMR library, primary screen. Voltage-dependent T-type calcium channel subunit alpha-1H (Homo sapiens), O95180. Cav3.2-expressing cells; active compounds read low. B-score at 10 µM. 4% of 100,000 active;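 active = single-dose well whose peak fluorescence ratio is a statistical outlier from its plate by either plate-standardised score or position-corrected B-score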
* marks the source's active call; other numbers are inactive results.

Structure | Cav32 inh
Cn1c(=O)c2c(-c3ccccc3F)c3c(nc2n(C)c1=O)-c1ccccc1C3O (stereo not given) | -0.91
Cc1ccc(NS(=O)(=O)N(C)C)cc1 | 0.74
O=C1N=c2ccccc2=C1c1sc(=S)n(CC2CCCO2)c1O (stereo not given) | 0.095
COC(=O)c1ccccc1NC(=O)c1c(Br)cnn1C | -1.2
COc1cc(OC)c(NC(=O)CS(=O)(=O)Cc2nc(-c3ccc(C)cc3)oc2C)cc1Cl | -4.9*
COc1ccc(NC(=O)CSc2nnc(-c3cccs3)n2-c2ccccc2)cc1 | 0.52
CC1(C)CC(=O)c2cc3c(N)c(C(=O)NCc4ccccc4)sc3nc2C1 | -0.038
CN(C)/C=C1\N=C(c2cccs2)OC1=O | -0.58
O=C(C1=C[C@@H](c2coc3ccccc3c2=O)C[C@@H](OCCCCO)O1)N1CCOCC1 | 2.2
CCCCc1nc(NCCNC(=O)c2ccccc2)c(C#N)c2c1CSC(C)(C)C2 | -4.5*
CCC(CC)C(=O)N1CCN(Cc2ccc3c(c2)OCO3)CC1 | 0.094
Nc1nnc(N2CCCCC2)s1 | -1.3
CCOc1ccccc1NC(=O)NC1(C(=O)N2CCOCC2)CCCCC1 | 1.3
CCOc1ccc(C(=O)NC(=S)Nc2ccc(N3CCC(C)CC3)cc2)cc1[N+](=O)[O-] | -0.41
Cc1ccc(SCC(=O)NC(C)(C)C)cc1 | 0.88
CC(C)c1nc2ccc(NC(=O)C34CC5CC(CC(C5)C3)C4)cc2[nH]1 | -0.12
CN(C)Cc1c(O)ccc2c3c(c(=O)oc12)CCCCC3 | 0.14
CCCn1c(CN2CCCCC2C)nc2c1c(=O)n(C)c(=O)n2C (stereo not given) | -0.0054
O=C(Nc1ccccc1Cl)c1ccn[nH]1 | 0.13
CCC(C)NC(=O)Nc1ccc2c(c1)N(C)C(=O)c1ccccc1S2 (stereo not given) | -1.4
CCOC(=O)CCCCC(=O)c1[nH]c(=O)[nH]c1CSc1nc(C)cc(C)n1 | -0.011
Cc1cc(C)c2c3c(cn2n1)c(=O)n(C)c(=O)n3C | 0.016
COc1ccc(N2C(=O)C3CC(C)=C(C)CC3C2=O)c(OC)c1 (stereo not given) | 0.54
Cc1ccc2c(c1)C(=O)CC1(CCCCCC1)O2 | 0.97
CN1C(=O)CS(=O)c2ccc(C(=O)NCCC3=CCCCC3)cc21 (stereo not given) | 0.55
Cc1ccc2c(c1)nc(NCCO)n2C | 0.44
Cc1cccc(NC(=O)c2ccc(-n3ccnc3)nc2)c1 | -0.49
Cc1cc(Br)ccc1NC(=O)CCSc1ccccc1 | -0.34
Cc1cccc(N2CCN(C(=O)CCc3nc4ccccc4[nH]3)CC2C)c1 (stereo not given) | -0.48
CCOC(=O)/C=C/S(=O)(=O)c1ccc(NC(C)=O)cc1 | 0.71

Reformatted: entries from further up
Cav32 inh	molecule
-0.49	Cc1cccc(NC(=O)c2ccc(-n3ccnc3)nc2)c1
-0.34	Cc1cc(Br)ccc1NC(=O)CCSc1ccccc1
-0.48	Cc1cccc(N2CCN(C(=O)CCc3nc4ccccc4[nH]3)CC2C)c1 (stereo not given)
0.71	CCOC(=O)/C=C/S(=O)(=O)c1ccc(NC(C)=O)cc1

Remaining list, next part
Structure | Cav32 inh
Cc1nn(Cc2c(Cl)cccc2Cl)c(C)c1C(=O)NCc1ccc(C)n1C | 0.35
O=C1CC(c2ccc(F)cc2)CC(O)=C1C=NCCN1CCN(C(=O)Nc2ccccc2)CC1 (stereo not given) | -4.2*
O=C(Nc1sc2c(c1C(=O)O)CCC2)c1ccco1 | 0.034
COc1cccc(-c2nnc3sc(-c4cccs4)nn23)c1 | -0.71
CCCCOc1ccc(CSc2nncn2N)cc1 | -0.44
Cc1[nH]c2ccccc2c1CCC(N)=O | -1
S=c1[nH]nc(-c2ccncc2)n1CC1CCCO1 (stereo not given) | 0.55
CCOc1nnc(C)c2c(C)n(-c3ccc(Cl)cc3)nc12 | 0.5
CCNC(=O)N1CCNC(=O)C1CC(=O)Nc1ccc(C(=O)OCC)cc1 (stereo not given) | -0.29
COc1ccccc1N1CCN(Cc2ccco2)CC1 | -0.25

Ordered by molecular weight (lowest first): 3 of the compounds above
Structure | Cav32 inh
S=c1[nH]nc(-c2ccncc2)n1CC1CCCO1 (stereo not given) | 0.55
CCNC(=O)N1CCNC(=O)C1CC(=O)Nc1ccc(C(=O)OCC)cc1 (stereo not given) | -0.29
O=C1CC(c2ccc(F)cc2)CC(O)=C1C=NCCN1CCN(C(=O)Nc2ccccc2)CC1 (stereo not given) | -4.2*

Next section
Structure | Cav32 inh
COc1cc(OC)cc(C(=O)N2CCN(Cc3ccccc3C(F)(F)F)CC2)c1 | -1.6
CN(C)/C=N/c1cc(=O)[nH]c(=O)n1CC1CC1 | 0.26
COc1ccc(CCN(C(=O)c2cccc(F)c2)C2CC(=O)N(c3ccc(OC)cc3)C2=O)cc1 (stereo not given) | -0.59
Cc1ccc(-n2nnc3c(=O)n(CC(=O)N4CCC(C)CC4)cnc32)cc1 | -0.055
CC(=O)c1cn(CC(=O)Nc2c(C)cccc2C)c2ccccc12 | -0.04
Cn1c(C2CC(=O)N(Cc3ccccc3)C2)nc2ccccc21 (stereo not given) | 0.74
CCCCCSc1nc(N2CCOCC2)c2c(c1C#N)CC(C)(C)OC2 | -1.2
CCCCCCNC(=O)n1cc(F)c(=O)[nH]c1=O | -0.67
CCS(=O)(=O)n1nc(-c2ccccc2)nc1SC | 0.1
C=C(C)CNC(=S)N/N=C(\C)c1ccc(-n2ccnc2)cc1 | -0.073
CC(=O)NC(c1cccc([N+](=O)[O-])c1)c1c(OC(C)=O)ccc2ccccc12 (stereo not given) | -0.45
COc1ccc(O)c(/C=N/NC(=O)CSc2nnc(C)n2-c2ccccc2)c1 | 1.1
Clc1ccccc1OCc1nc(-c2ccc(Br)o2)no1 | -0.87
CC(=O)OCCn1c(Br)nc2c1c(=O)[nH]c(=O)n2C | 0.33
Cn1c(SCc2ccc(C(=O)Nc3nccs3)cc2)nnc1-c1ccccc1 | 0.46
CCN(CC)S(=O)(=O)c1ccc(NCc2ccccc2)nc1 | 0.2
CCCn1c(=O)c(C(=O)NCc2ccc(OC)c(OC)c2)c(O)c2ccccc21 | -2.8
O=C(NCc1ccccc1)c1cccc(COc2ccccc2Cl)c1 | -6.5*
O=S(=O)(NCc1ccccc1)c1ccc(F)cc1Br | -0.21
CCOC(=O)c1cnc(SC2CCc3ccccc3C2=O)nc1N (stereo not given) | 0.043
O=C(NCc1ccccc1Cl)c1ccc(Cn2cc(C(F)(F)F)ccc2=O)cc1 | -0.93
O=C(COC(=O)c1ccc(S(=O)(=O)Nc2ccccc2)cc1)NCc1ccco1 | -0.78
Cc1ccc(C2C3=C(NCCN=C3c3ccccc3)C(=O)N2c2ccccc2)cc1 (stereo not given) | -0.19
COC(=O)c1ccc(CSc2nc3ccccc3c(=O)n2Cc2ccco2)o1 | -2.5
O=C(CSc1nc2c(cnn2-c2ccc(F)cc2)c(=O)[nH]1)Nc1nccs1 | 0.98
COc1ccc(C2C(C(C)=O)=C(O)C(=O)N2C)c(OC)c1 (stereo not given) | 0.016
CCOC(=O)c1cc2sc(C)cc2n1CC(=O)Nc1ccc2c(c1)OCCO2 | -0.8
Cc1cc(C(=O)CSc2nc3ccccc3n2C)c(C)n1C | 0.68
CCC(=O)Oc1ccc(-c2cnc3ccccc3n2)cc1 | 0.41
CN1CCN(C(=O)c2ccc(COc3ccc(C(C)(C)C)cc3)o2)CC1 | 0.14
O=C(NC1C=CS(=O)(=O)C1)c1sc2ccccc2c1Cl (stereo not given) | 0.71
CCOC(=O)c1sc2nc3c(cc2c1N)COC(C)(CC)C3 (stereo not given) | 0.74
COC(=O)N/N=C/c1ccc([N+](=O)[O-])o1 | -0.13
COc1cccc(C2CC(c3ccc(F)cc3)Nc3nc(N)nn32)c1 (stereo not given) | 0.96
Cc1ccc(-n2c(Cc3cccn3C)nnc2SCC(=O)NCc2ccc3c(c2)OCO3)cc1 | -5*
CCOc1ccc(OC(=O)c2cccnc2)cc1 | 0.18
CCOC(=O)C1CCCN(Cc2nc(N)nc(Nc3ccc(C)cc3)n2)C1 (stereo not given) | 0.62
COc1ccc2c(c1)c1nnc(SCC(=O)N3C(C)CCCC3C)nc1n2C (stereo not given) | 1.6
O=C(c1ccccc1)N1CCC(=O)N(C(CO)Cc2ccccc2)CC1 (stereo not given) | -0.27
O=C(CN1C(=O)c2ccccc2S1(=O)=O)NC1CCCCCC1 | 0.72
CCSc1nc(N2CCOCC2)c2ccccc2n1 | 1.6
Cc1cc(NC(=O)CCS(=O)(=O)c2nc(-c3ccccc3)cc(C(F)(F)F)n2)no1 | 1.3
COc1ccc(C2C(C(=O)N3CCOCC3)c3ccccc3C(=O)N2c2ccc(OC)cc2)cc1 (stereo not given) | -0.4
O=C(NC1(C(F)(F)F)C(=O)Nc2c1c(=O)[nH]c(=O)n2Cc1ccco1)C1CC1 (stereo not given) | 0.28
COc1cccc(-n2nc3c(-n4ncc(C#N)c4N)nnc(C)c3c2C)c1 | 0.38
COC(=O)COc1ccc(S(=O)(=O)NCc2cccnc2)cc1C | 0.18
C#CCOC(=O)C(NC(=O)c1ccccc1)=C(C)C | 0.052
COc1ccc(-n2sc3c(c2=S)-c2cc(OC)ccc2NC3(C)C)cc1 | -0.52
Cc1cc(C)n(-c2nc3ccccc3nc2N2CCN(C(=O)c3ccc(Cl)cc3)CC2)n1 | -0.35
COCCNCCOCCOc1ccc(Cl)c(C)c1 | -0.25

Other structures follow.
Structure | Cav32 inh
O=C(NCc1ccccn1)[C@H]1C[C@@H]1[C@H](NP(=O)(c1ccccc1)c1ccccc1)c1ccccc1 | 0.39
C/C(CC(=O)Nc1cc(Cl)ccc1Cl)=N\NC(=O)c1ccco1 | 0.0086
Cc1[nH]nc2c1C1(C(=O)N(Cc3ccc(Cl)cc3)c3ccccc31)C(C#N)=C(N)O2 (stereo not given) | -2.1
C/C(N)=C(/C#N)C(=O)CSc1nnc(SCc2ccc(Cl)cc2)s1 | -0.54
COC(=O)C(CCSC)NC(=O)CNC(=O)C1CCCCC1 (stereo not given) | -0.027
O=C(C1=C[C@@H](c2coc3ccccc3c2=O)C[C@@H](OCCCCO)O1)N1CCN(Cc2ccccc2)CC1 | 0.94
Cc1noc(C(=O)Nc2c(C)n(C)n(-c3ccccc3)c2=O)c1Cl | -0.85
CCN(CC)CCCN=Cc1c(O)n(Cc2ccccc2)c(=O)c2ccccc12 | 0.87
Cc1nnc(N(C(=O)c2cnccn2)c2ccccc2)s1 | 0.38
COC(=O)CC[C@@H](C(=O)O)N1C(=O)c2ccccc2C1=O | 0.31
CC(=O)Nc1ccc(NC(=O)COC(=O)Cc2cccs2)cc1 | 0.42
O=S1(=O)c2cccc3cccc(c23)N1Cc1nnc(-c2ccccc2Br)o1 | -1.6
COC(=O)c1ccccc1NC(=S)NC(=O)C1CC1 | 1.8
CCCCCC/C(=N\NS(C)(=O)=O)c1ccccc1 | -4.9*
COc1ccc(C(=O)NCc2nnc(SCC(=O)Nc3cc(C)cc(C)c3)o2)cc1OC | 0.26
CCN1CCN(c2ncnc3c2nnn3Cc2ccccc2)CC1 | -2.3
CCSc1ncc(/C=N/Nc2ccc([N+](=O)[O-])cc2)n1C | 0.61
Clc1ccccc1-c1nn2c(COc3ccccc3)nnc2s1 | -1.2
CCCC/C=C/[C@H](c1ccccc1)[C@H](CO)Cc1cccnc1 | -1.3
O=C(CSc1nc2ccccc2c(=O)n1-c1ccccc1)NCc1ccc2c(c1)OCO2 | 0.55
O=C(NC1CCCCC1)C(c1ccc2ncccc2c1)N(Cc1ccccc1)C(=O)c1ccc2c(c1)OCCO2 (stereo not given) | -0.97
COc1ccc(OC)c(NC2=NC3(CCCCC3)N=C(N)N2)c1 | 0.73
COC(=O)c1ccc(NC(=O)CN(Cc2ccc(Cl)cc2)S(C)(=O)=O)cc1 | -0.79
COc1ccc(C(=S)N2CCN(C)CC2)cc1 | -0.56
CCOc1ccc(NC(=O)CCC(=O)n2nc(C)cc2C)cc1 | 0.32
CC12CCC(C/C1=N/O)C2(C)C (stereo not given) | 0.16
Clc1ccc(CSc2snnc2-c2ccccc2)cc1 | -1.4
C=CCc1ccc(OCC(O)CN2CCCCC2C)c(OC)c1 (stereo not given) | 0.95
CCOc1cc(C2NC(=O)NC(O)(C(F)(F)F)C2C(=O)c2ccccc2)ccc1OC (stereo not given) | 0.015
CCn1cc(C(=O)NCCCN(C)C)c(=O)c2cc(F)c(N3CCN(C)CC3)cc21 | -0.55
CC(C)CNS(=O)(=O)c1ccc(CCC(=O)N2CCOCC2)cc1 | -0.2
CCC(C)(C(=O)NC1CCCCC1)N(C)C(=O)c1ccccn1 (stereo not given) | 0.62
CC(C)C1Cc2c(C#N)c(N)sc(=S)c2CO1 (stereo not given) | -2.6
O=C(c1ccncc1)N1CCN(c2cccc(C(F)(F)F)c2)CC1 | -0.032
O=C(OCCOCCN=C1NS(=O)(=O)c2ccccc21)C1CC(=O)N(c2ccccc2)C1 (stereo not given) | 0.55
COc1ccc(S(=O)(=O)Nc2cc(C)c(O)c(S(=O)(=O)c3ccccc3)c2)cc1 | -5.1*
CC(=O)c1cnc2cc(-c3ccccc3)nn2c1C | 0.89
Cn1c(NC(=O)Cc2cccs2)cc(=O)n(C)c1=O | 0.37
O=C(Nc1cnn(Cc2ccc(Cl)cc2)c1)c1cnccn1 | -1

Screens deposited in PubChem by Vanderbilt High Throughput Screening Facility.

An excerpt, so the mix of outcomes need not match the whole.
